GAA spleen mod: inhibits or activates alpha-glucosidase in human spleen homogenate; P10253; human spleen homogenate, 4-MU-alpha-glucoside fluorescence; Potency, µM (doses to about 79.9 µM), for inactives: top-dose activity change, negative = inhibition, actives largely listed as inhibitors; 0.006% of 240,000 active; AID 2112;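 further: 0% = enzyme with vehicle and -100% = no enzyme basal signal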
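AC50 values come from Hill-equation fits of concentration-response data, normalized to no-enzyme and full-activity controls. Enzyme source: 1 ug human spleen homogenate; 1 mM fluorogenic 4-MU glucoside, pH 5.0 citrate buffer, 37 C, 40 min.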
Tau FP inhib: blocks human tau fibril formation measured by polarization | P10636 | K18 P301L tau heparin fibrillization, Alexa594 FP, 6 h | Potency, µM (titrated, usually from 57.7 µM), without a hit: at the top dose activity, negative = inhibition, most hits filed as inhibitors | 0.39% of 280,000 active; further: on the % scale 0 is the no-effect control and ±100 the full control effect; nearly all actives have a fitted effect of over 55% in size
Target sequence (P10636 561-689 P618L limits assumed): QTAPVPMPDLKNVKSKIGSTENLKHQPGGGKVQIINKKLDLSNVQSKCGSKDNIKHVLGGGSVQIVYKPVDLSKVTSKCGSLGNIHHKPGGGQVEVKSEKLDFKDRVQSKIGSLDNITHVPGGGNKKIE
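FP of Alexa 594-tau after heparin (20 uM) induction. Substrate: human K18 P301L, 15 uM unlabeled, 0.24 uM labeled. Buffer 100 mM sodium acetate pH 7. 6 hr, 37 C.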
GAA inh: inhibitors of human lysosomal alpha-glucosidase; Potency, µM (top dose mostly 76.9 µM), inactives show at the highest dose activity change, negative = inhibition, most hits filed as inhibitors; P10253; 0.005% of 200,000 active; purified human GAA, 4-MU-alpha-glucoside fluorescence;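 further: plate controls were uninhibited enzyme wells for no effect and no-enzyme background for full effect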
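Fluorogenic assay: 4 nM human alpha-glucosidase with 400 uM 4-methylumbelliferyl-alpha-D-pyranoside in 50 mM citrate/phosphate, 0.005% Tween-20, pH 5.0, 20 min at room temperature. Compounds tested up to 77 uM; AC50 from Hill fits.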
aGal spleen mod: inhibitors or activators of human alpha-galactosidase in spleen homogenate | AID 2107 | 0.008% of 240,000 active | human spleen homogenate, 4MU-alpha-Gal fluorescence, 40 min | P06280 | Potency, µM (top dose mostly 80 µM), inactives show at the highest dose activity change, negative = inhibition, most hits filed as inhibitors;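 further: 0% = enzyme with vehicle and -100% = no enzyme basal signal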
Target sequence (P06280 32-429 limits assumed): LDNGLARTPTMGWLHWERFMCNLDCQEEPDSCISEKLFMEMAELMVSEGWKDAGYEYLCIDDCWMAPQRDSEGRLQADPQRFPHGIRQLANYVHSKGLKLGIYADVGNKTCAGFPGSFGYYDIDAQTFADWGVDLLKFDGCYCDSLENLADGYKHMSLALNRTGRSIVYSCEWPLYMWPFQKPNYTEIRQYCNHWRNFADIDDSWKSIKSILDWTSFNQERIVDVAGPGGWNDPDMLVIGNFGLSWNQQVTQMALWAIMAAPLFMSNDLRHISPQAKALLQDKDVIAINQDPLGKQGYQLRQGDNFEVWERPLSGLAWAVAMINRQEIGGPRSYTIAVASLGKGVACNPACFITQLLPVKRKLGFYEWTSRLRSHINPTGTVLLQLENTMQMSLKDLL
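Human spleen homogenate (1 ug) as enzyme source, 4-methylumbelliferyl-alpha-D-galactopyranoside 1 mM final, citrate/phosphate pH 5.0 with 0.01% Tween-20. Compounds 40 min at 37C, NaOH/glycine stop; fluorescence Ex 365/Em 440, Hill-fit AC50.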
Tau fluor cs: counter-screen for tau fibril formation inhibitors; tau K18 P301L Alexa594 fluorescence, heparin fibrillization; Potency, µM (top dose mostly 57.7 µM), for inactives: at the top dose activity change, negative = decrease; 0.93% of 280,000 active; AID 1463; further: on the % scale 0 is the no-effect control and ±100 the full control effect; nearly all actives have a fitted effect of over 55% in size
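Human tau K18 P301L (15 uM unlabeled, 0.24 uM Alexa 594-labeled) in 100 mM sodium acetate pH 7 with 20 uM heparin, 6 hr at 37 C. ThT 30 uM added, 1 hr ambient; Alexa 594 FP and total fluorescence read at 555/632 nm.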
HTT ATP protect: Huntington cell model cytoprotection by ATP luminescence | PC12 HTT-Q103 induced, cytoprotection, ATP luminescence, 40 h | Potency, µM (highest dose often 56.4 µM), inactives show cytoprotection (ATP increase), actives largely listed as activators | 0.14% of 230,000 active | AID 1471;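 further: % of control where 0% means no effect; nearly all actives have a fitted effect of over 45% in size; toxic huntingtin expression switched on by the ecdysone agonist tebufenozide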
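Huntington model: PC12 line, ecdysone-inducible HTTQ103 exon1–GFP, tebufenozide 100 nM. Test articles in a dose series. Endpoint luminescence from cellular ATP.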
Tau fibril ThT: tau fibrillization inhibition (ThT binding). 2.1% of 270,000 active. recombinant tau K18 P301L (four-repeat tau fragment), heparin-induced fibrillization, ThT fluorescence. Potency, µM (highest dose often 57.4 µM), without a hit: at the top dose activity, negative = inhibition, hits mostly inhibitors. P10636; further: on the % scale 0 is the no-effect control and ±100 the full control effect; nearly all actives have a fitted effect of over 55% in size
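Heparin-induced (20 uM) aggregation of recombinant human K18 P301L tau, 15 uM unlabeled with 0.24 uM labeled, pH 7 acetate buffer, 6 hr at 37 C with compound. Fibrils quantified by 30 uM ThT fluorescence after 1 hr ambient incubation.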
GAA glycogen mod: GAA glycogen-cleavage inhibition or activation | P10253 | recombinant GAA, glycogen substrate, Amplex Red glucose oxidase fluorescence | Potency, µM (titrated, usually from 76.4 µM), for inactives: at the top dose activity change, negative = inhibition, hits mostly inhibitors | 0.38% of 300,000 active;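 further: 0% = full enzyme reaction and -100% = no-enzyme basal signal; the screen sought inhibitors and activators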
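Natural-substrate format: glycogen cleavage by 4 nM human enzyme, glucose read by Amplex Red coupling (Ex 573, Em 610 nm). Normalized to enzyme and no-enzyme controls.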
* marks the source's active call; other numbers are inactive results; ? = inconclusive; . = no result given; & = joins results of further samples; [ ] = dose if it differs, or a comment. The call rests on the fitted dose curve; in most records, active means well fitted curve in the direction sought with a large enough effect; inconclusive means small, poorly fitted or top-dose-only effect, or another doubt; inactive means no such curve, though single readings can be large; an effect the other way counts as inactive or inconclusive. Potency means the concentration at half of the fitted maximal effect.

mol	GAA spleen mod	Tau FP inhib	GAA inh	aGal spleen mod	Tau fluor cs	HTT ATP protect	Tau fibril ThT	GAA glycogen mod
CN(C)/C=C/C(=O)c1ccc(S(=O)c2ccccc2)cc1 (stereo not drawn)	-12%	?	-8%	-2%	-13%	-2%	?	-25%
S=C(Nc1ccc(Cl)cc1)c1nc2ccccc2s1	-6%	-7%	-4%	3%	-20%	-18%	?	14%
COc1ccccc1NC(=O)c1ccc2c(c1)nnn2C	-3%	-1%	?	-4%	3%	.	?	15%
OCCC1CN(Cc2ccsc2)CCN1C1CCCC1 (stereo not drawn)	3%	1%	2%	5%	2%	17%[10 µM]	-4%	17%
O=C(NCc1cccs1)c1nn(-c2ccccc2F)nc1CO	.	3%	.	.	-5%	.	-6%	1%[76.3 µM]
COc1ccc(NC(=O)CC2C(=O)N(c3ccc(C)cc3)C(=O)N2CCc2ccccc2)cc1 (stereo not drawn)	.	-10%	.	.	?	.	5%	-19%[76.3 µM]
O=C(CCCc1nc2ccccc2s1)NC(c1ccccc1)c1ccccc1	-6%	-9%	0%	-3%	-7%	12%[10 µM]	-2%	7%
CC(=O)c1nc(N2C(=O)CC(Cc3ccc(C)cc3)C2=O)sc1C (stereo not drawn)	5%	6%	-2%	0%	-2%	14%[10 µM]	-4%	17%
Cc1ccc(S(=O)(=O)N2CCN(c3ccccc3)CC2)cc1C(N)=O	3%	0%	-1%	3%	-2%	.	7%	12%
Cc1ccn2c(-c3n[nH]c(=S)n3C)c(C)nc2c1	-1%	9%	-8%	4%	3%	.	4%	-9%
CC(C)C1C(C#N)=C(N)Oc2n[nH]c(-c3cccs3)c21 (stereo not drawn)	5%	9%	-2%	9%	-22%	-12%	-5%	-2%
CC(=O)NC(Cc1ccccc1C)C(=O)NC1CCN(c2nnnn2-c2ccccc2)CC1 (stereo not drawn)	-17%	-2%	.	-6%	-15%	21%[10 µM]	-7%	7%
C/C(=N/NC(=O)CC(=O)N/N=C(\C)c1ccc([N+](=O)[O-])cc1)c1ccc([N+](=O)[O-])cc1	1%	9%	.	1%	-25%	-10%[10 µM]	.	4%
O=C(c1ccc(-n2cnnn2)cc1)N1CCOCC1	-2%	2%	2%	-2%	13%	-5%	4%	-9%
O=C(c1ccc(C(F)(F)F)cc1)C1CCCN(C(=O)CN2CCCC2=O)C1 (stereo not drawn)	-1%	-3%	2%	-1%	-12%	-30%[10 µM]	-8%	-5%

Copied from the list.
`O=C(c1ccc(C(F)(F)F)cc1)C1CCCN(C(=O)CN2CCCC2=O)C1` (stereo not drawn) in GAA glycogen mod = -5%
`Cc1ccc(S(=O)(=O)N2CCN(c3ccccc3)CC2)cc1C(N)=O` in Tau fluor cs = -2%

A draw from above in order of SMILES length, low to high.
mol	GAA spleen mod	Tau FP inhib	GAA inh	aGal spleen mod	Tau fluor cs	HTT ATP protect	Tau fibril ThT	GAA glycogen mod
S=C(Nc1ccc(Cl)cc1)c1nc2ccccc2s1	-6%	-7%	-4%	3%	-20%	-18%	?	14%
CC(C)C1C(C#N)=C(N)Oc2n[nH]c(-c3cccs3)c21 (stereo not drawn)	5%	9%	-2%	9%	-22%	-12%	-5%	-2%
O=C(CCCc1nc2ccccc2s1)NC(c1ccccc1)c1ccccc1	-6%	-9%	0%	-3%	-7%	12%[10 µM]	-2%	7%

Carrying on:
mol	GAA spleen mod	Tau FP inhib	GAA inh	aGal spleen mod	Tau fluor cs	HTT ATP protect	Tau fibril ThT	GAA glycogen mod
Cc1nc(NC(=O)C23CCC(C)(C(=O)O2)C3(C)C)sc1C (stereo not drawn)	0%	4%	-11%	-1%	5%	-5%	-12%	7%
CCn1c(CC2C(=O)N(C)c3ccccc32)nc2ccccc2c1=O (stereo not drawn)	.	4%	.	.	2%	.	-3%	-4%[76.3 µM]
Cn1cc(/C=C2\SC(=S)N(N3CCOCC3)C2=O)c2ccccc21	9%	?	.	-4%	-13%	2%[10 µM]	-11%	-4%
N#Cc1c[nH]n2c(NC3CCCC3)c(-c3ccc(Cl)cc3)nc12	.	1%	.	.	-9%	.	-7%	-3%[76.3 µM]
Cc1ccc(S(=O)(=O)n2nc(-c3ccc(Cl)cc3)nc2NCc2ccc(F)cc2)cc1	.	?	.	.	-18%	.	-1%	5%[76.3 µM]
Cc1cccc(-c2nc3ccccc3c(=O)n2NC(=O)c2cccs2)c1	2%	-1%	5%	7%	-11%	15%[10 µM]	-3%	0%
O=C(NCC(=O)N(c1ccccc1F)C(C(=O)NC1CCCC1)c1ccco1)c1ccco1 (stereo not drawn)	-5%	-3%	-2%	-2%	-8%	-24%[10 µM]	-14%	7%
C=CCNC(=S)NC(CC(=O)OC)c1ccc2c(c1)OCO2 (stereo not drawn)	2%	-1%	-5%	7%	2%	-2%	2%	3%
O=C(CCc1nnc(-c2ccccc2)o1)NC1CCCCC1	1%	1%	-3%	3%	-1%	-8%[10 µM]	-7%	2%
Cc1c(Cl)cccc1NC(=O)c1cc2nc(-c3ccc4c(c3)OCO4)cc(C(F)(F)F)n2n1	.	-8%	.	.	0%	.	2%	6%[76.3 µM]
Cc1ccc2cc(CN(Cc3cccs3)Cc3nnnn3CC3CCCO3)c(=O)[nH]c2c1 (stereo not drawn)	-10%	-4%	-11%	-8%	-6%	-15%	-8%	-21%
Cc1ccc(Cl)c(OCC(=O)Nc2sc(C)c(C)c2C#N)c1	-5%	-4%	4%	-2%	-4%	-12%[10 µM]	-6%	4%
COc1ccc(N(C)S(=O)(=O)c2cccc(C(=O)OC(C(=O)Nc3cc(C)cc(C)c3)c3ccccc3)c2)cc1 (stereo not drawn)	-1%	?	-6%	-4%	-16%	.	-9%	0%
O=C(CNS(=O)(=O)c1ccccc1)Nc1ccc2c(c1)OCO2	6%	8%	2%	7%	-7%	-50%[inhibitor]	-3%	0%
CC(=O)c1cccc(NC(=O)c2ccoc2C)c1	-5%	-4%	?	-10%	0%	5%[10 µM]	-4%	25%

Some entries already given with just aGal spleen mod and GAA glycogen mod:
Structure | aGal spleen mod | GAA glycogen mod
Cc1c(Cl)cccc1NC(=O)c1cc2nc(-c3ccc4c(c3)OCO4)cc(C(F)(F)F)n2n1 | . | 6%[76.3 µM]
Cc1ccc2cc(CN(Cc3cccs3)Cc3nnnn3CC3CCCO3)c(=O)[nH]c2c1 (stereo not drawn) | -8% | -21%
Cc1ccc(Cl)c(OCC(=O)Nc2sc(C)c(C)c2C#N)c1 | -2% | 4%
COc1ccc(N(C)S(=O)(=O)c2cccc(C(=O)OC(C(=O)Nc3cc(C)cc(C)c3)c3ccccc3)c2)cc1 (stereo not drawn) | -4% | 0%
O=C(CNS(=O)(=O)c1ccccc1)Nc1ccc2c(c1)OCO2 | 7% | 0%

(continued)
mol	GAA spleen mod	Tau FP inhib	GAA inh	aGal spleen mod	Tau fluor cs	HTT ATP protect	Tau fibril ThT	GAA glycogen mod
OCCN1CCN(CC/C=C2/c3ccccc3Sc3ccc(C(F)(F)F)cc32)CC1	14%&4%&6%	-1%&1%	.	-2%&7%&-3%	-10%&-10%	-48%[inhibitor]	?	.
CCc1ccc(NC(=O)c2cc(-c3cccs3)on2)cc1	-18%	1%&-12%	-5%	1%	-7%&-18%	-30%	?	1%
O=C(NCc1ccco1)c1sc2cc(F)ccc2c1Cl	5%	-4%	0%	1%	-20%	5%[10 µM]	?	1%
CCOC(=O)c1nn(-c2ccc([N+](=O)[O-])cc2)cc1O	8%	3%	.	-6%	?	-1%[10 µM]	?	2%
COc1ccc2c(c1)CCc1c(C(=O)Nc3c(C)nn(Cc4ccccc4Cl)c3C)noc1-2	.	7%	.	.	-12%	.	?	-17%[76.3 µM]
N#Cc1ccccc1NC(=O)C1CC(=O)N(c2ccc3c4c(cccc24)CC3)C1 (stereo not drawn)	-5%	-1%	?	4%	-9%	0%[10 µM]	-13%	1%
Fc1ccccc1/C=N/n1cnnc1	2%	-3%	-1%	3%	2%	2%[1.9 µM]	2%	2%
Cc1ccc(Cl)cc1Nc1nc2ccccc2n2c(C)nnc12	.	-9%	.	.	-27%	.	-6%	0%[76.3 µM]
Cc1noc(C)c1N=Nc1ccc(Br)cc1C(=O)O	3%	-4%	4%	-3%	-20%	-1%	?	1%
O=C(NCCN1CCOCC1)N1CCOCC1	5%	-5%	-1%	-6%	-6%	-1%[10 µM]	0%	3%
COc1cccc(NC(=O)CC(=O)Nc2ccc3nc4n(c(=O)c3c2)CCCCC4)c1	.	-11%	.	.	-15%	.	-6%	12%[76.3 µM]
CCCNC(=O)c1ccccc1NC(=O)c1ccccc1N(C)S(C)(=O)=O	4%	-3%	9%	0%	5%	-1%[1.9 µM]	9%	1%
CCn1ncc(/C=C2/SC(=S)NC2=O)c1C	-9%	2%	-1%	-22%	7%	.	-13%	4%
Cc1ccc(-c2ccc(C3C(C#N)=C(N)Oc4n[nH]c(C)c43)o2)cc1 (stereo not drawn)	-8%	-12%	-5%	-5%	13µM*[quencher]	-57%[inhibitor]	6.3µM*	11%

Screening results (PubChem)
